Assay outcomes: PubChem BioAssay, The Scripps Research Institute Molecular Screening Center
DAX1 inh-1 – inhibitors of DAX1 repression of SF-1 activated StAR promoter; 370,000 tested, 1.1% active; HEK293T StAR-luciferase reporter, SF-1/DAX-1 repression relief; inhibition, % at 6.8 µM; AID 652010;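 active means inhibition above the mean over all tested compounds plus 3 SD, cut at about 3.6% in these data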;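 further: 0% = DAX-1 cells with DMSO and 100% = cells lacking DAX-1 with DMSO; higher inhibition means more luminescence from relief of DAX-1 repression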
ADAM17 inh – inhibitors of human ADAM17 | P78536 | recombinant ADAM17, EDANS/DABCYL FRET peptide cleavage | 370,000 tested, 0.83% active | inhibition, % at 6.95 µM | AID 720648;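 active means inhibition above the mean of compounds lying between control limits plus 3 SD, set per campaign, cut at about 8.5% in these data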;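 further: 0% = DMSO-only wells as the low control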
Target sequence (P78536 215-824 limits assumed): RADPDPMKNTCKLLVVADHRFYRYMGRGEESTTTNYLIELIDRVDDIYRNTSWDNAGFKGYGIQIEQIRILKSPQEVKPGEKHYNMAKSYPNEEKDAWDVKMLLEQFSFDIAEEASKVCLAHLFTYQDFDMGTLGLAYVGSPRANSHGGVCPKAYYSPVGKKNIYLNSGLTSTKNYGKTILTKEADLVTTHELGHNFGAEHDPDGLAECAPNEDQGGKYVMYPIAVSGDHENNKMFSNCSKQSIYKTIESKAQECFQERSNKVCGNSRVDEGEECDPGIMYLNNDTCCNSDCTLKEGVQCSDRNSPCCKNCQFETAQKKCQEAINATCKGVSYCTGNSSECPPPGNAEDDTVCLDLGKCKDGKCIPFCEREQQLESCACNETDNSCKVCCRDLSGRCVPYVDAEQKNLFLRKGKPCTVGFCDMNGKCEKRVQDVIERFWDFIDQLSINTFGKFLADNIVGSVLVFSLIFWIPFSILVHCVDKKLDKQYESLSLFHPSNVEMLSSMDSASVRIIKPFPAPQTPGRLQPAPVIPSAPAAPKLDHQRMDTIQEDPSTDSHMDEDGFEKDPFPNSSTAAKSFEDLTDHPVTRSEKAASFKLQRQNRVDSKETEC
HGIII-sPLA2 inh – Inhibits HGIII-sPLA2 liposome hydrolysis, primary screen. Q9NZ20. QFRET BODIPY PC-A2 liposome hydrolysis, fluorescence. inhibition, % at 12.2 µM. 370,000 tested, 0.56% active. AID 743126;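 active means inhibition above mean plus 3 SD of compounds lying within the high and low control bounds, cut at about 19% in these data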;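 further: 0% = median of test compound wells and 100% = no enzyme DMSO wells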
hgDAF12 agonist – activates the H. glycines DAF-12 receptor ligand-binding domain; HEK293 GAL4-hgDAF12 UAS-luciferase reporter, agonist luminescence; normalized to butyrate control; activation, % at 6.8 µM; 370,000 tested, 1.8% active;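 active means activation above a cutoff set at the mean of all screened compounds plus 3 SD, cut at about 10% in these data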;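 further: 0% = DMSO wells and 100% = sodium butyrate wells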
ssDAF12 agonist – activates DAF-12 receptor from parasite S. stercoralis | HEK293 ssDAF-12/GRIP1 lit1-tk-luc reporter, luminescence; % of 3 µM dafachronic acid response | activation, % at 6.8 µM | 370,000 tested, 1% active;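 active means activation above the mean over all tested compounds plus 3 SD, cut at about 0.9% in these data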;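 further: 0% = DMSO-only wells and 100% = 3 µM delta7-dafachronic acid wells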
DAX1 inh-2 – inhibits human nuclear receptor DAX1; inhibition, % at 6.75 µM; P51843; AID 504766; HEK293 Gal4-DAX1 luciferase reporter, luminescence; 340,000 tested, 0.99% active;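 active means inhibition above the mean over all tested compounds plus 3 SD, cut at about 4.2% in these data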;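 further: 0% = DAX1-transfected cells with DMSO and 100% = empty-vector control cells with DMSO; inhibition shows as a rise in luminescence from relieved DAX1 repression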
Target sequence (P51843 207-470 limits assumed): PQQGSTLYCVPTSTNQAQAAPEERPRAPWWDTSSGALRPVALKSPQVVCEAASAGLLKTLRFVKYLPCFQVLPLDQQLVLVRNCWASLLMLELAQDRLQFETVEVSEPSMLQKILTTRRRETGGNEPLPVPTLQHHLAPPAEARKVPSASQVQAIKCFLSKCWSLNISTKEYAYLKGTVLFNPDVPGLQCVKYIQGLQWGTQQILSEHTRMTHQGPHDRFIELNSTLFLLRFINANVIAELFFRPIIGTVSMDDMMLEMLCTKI
GAA850 FXN act – increases GAA850 frataxin promoter reporter activity | activation, % at 6 µM | 360,000 tested, 0.56% active | HEK293 lucGAA850 FXN promoter luciferase reporter, 24 h; percent of 10 µM SAHA response;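 active means activation above the average of all compounds screened plus 3 SD, cutoff fixed separately per campaign, cut at about 7.5% in these data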;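 further: 0% = DMSO wells and 100% = 10 µM SAHA wells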
PLCg1 inh – PLC-gamma1 (human) inhibition, primary screen | P19174 | purified PLC-gamma1, fluorogenic substrate, fluorescence | inhibition, % at 12.2 µM | 370,000 tested, 0.84% active; in the data active means inhibition above about 9.5%
PLC-beta3 inh – blocks human PLC-beta3 enzyme activity; Q01970; Purified PLC-beta3, fluorogenic substrate, fluorescence; inhibition, % at 12.2 µM; 370,000 tested, 0.18% active; in the data active means inhibition above about 11%;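 further: 0% = median of compound wells on plate and 100% = full blocker control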
ADAM10 inh – inhibits human ADAM10 | 370,000 tested, 0.62% active | AID 720582 | O14672 | recombinant ADAM10, EDANS/DABCYL FRET peptide cleavage, 3 h | inhibition, % at 7 µM;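 active means inhibition above a per-campaign cutoff equal to the mean of compounds falling between control-based bounds plus 3 SD, cut at about 20% in these data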;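 further: 0% = DMSO wells while the 100% control is not disclosed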
hcDAF-12 act – H. contortus DAF-12 activation, primary screen | HEK293 hcDAF-12 lit1-tk-luc reporter, luminescence; 0% DMSO, 100% Δ7-dafachronic acid | activation, % at 6.8 µM | 370,000 tested, 1.4% active;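 active means activation above the mean of all tested compounds plus 3 SD, cut at about 5.5% in these data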;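 further: 100% = response to 3 µM Δ7-dafachronic acid high control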
* hit, by the source's call; i = inactive; x = not tested or not shown.

Below each compound – HGIII-sPLA2 inh, PLC-beta3 inh, hgDAF12 agonist, GAA850 FXN act, hcDAF-12 act, ADAM17 inh, DAX1 inh-2, DAX1 inh-1, ssDAF12 agonist, PLCg1 inh, ADAM10 inh
- Cc1cc(NC(=O)c2ccc(N(C)S(=O)(=O)c3ccccc3)cc2)no1
  -0.1, 0.8, -1.0, -2.4, -0.4, -0.5, 0.4, -1.1, -1.8, 1.0, 11.0
- CC1CCCN1c1ccnc2cc(Cl)ccc12 (stereo not given)
  12.2, 5.9, -2.5, 0.0, -0.8, -4.6, x, -1.7, -0.8, 4.7, -3.0
- CCN(C(=O)COC(=O)CCC(=O)c1ccccc1)c1c(N)n(Cc2ccccc2)c(=O)[nH]c1=O
  -7.4, -3.5, 0.5, -1.3, -0.5, 1.6, -0.4, 1.6, -0.9, 1.6, -5.3
- N#C/C(=C\c1cccnc1)C(=O)Nc1ccc(C(=O)O)cc1
  2.2, -4.5, -1.4, 5.1, -0.2, -2.2, 2.3, -0.1, -1.7, 2.0, -0.4
- O=C(COC(=O)COc1ccc(Cl)cc1)Nc1ccc(N2CCOCC2)cc1
  -5.9, 0.7, 3.6, 2.1, -0.1, 2.1, 0.5, 0.1, -0.5, 2.1, -2.7
- COC(=O)c1ccccc1NC(=O)Nc1ccc(C)cn1
  0.4, -1.5, -0.7, 0.0, -0.3, -3.1, 1.3, 0.1, -1.7, -1.8, -12.5
- COC(=O)c1ccc(NC(=O)c2ccco2)cc1
  2.6, 4.4, 4.1, 4.0, 1.5, 2.4, 0.7, 1.7, -1.5, 3.2, -1.1
- Fc1ccc(CSc2nnc3ccccn23)c(Cl)c1
  -4.5, -5.0, 3.5, 2.5, 4.5, -1.4, 0.5, 4.2*, -0.8, -0.7, -0.4
- COc1cccc(NC(=O)CN(C)C(=O)C2CC(=O)N(CCc3ccc(OC)c(OC)c3)C2)c1 (stereo not given)
  6.9, -7.3, 0.5, -0.8, -1.0, -1.0, 0.0, -0.1, -0.8, 0.6, -11.6
- CCc1cccc(CC)c1NC(=S)Nc1cccc(Cl)c1Cl
  3.6, -3.5, -3.4, -0.4, 1.5, -0.3, 0.9, -0.2, -1.1, 1.6, 2.5
- COc1ccc([C@H]2CC(=O)C=C(c3cccc(OCc4ccccc4)c3)C2)cc1
  -3.1, 2.3, -0.9, 1.4, -0.7, -0.1, 1.8, -0.4, -0.7, 4.3, 4.3
- COc1ccccc1NC(=O)C/C(N)=N/OCC(=O)Nc1cccc(Cl)c1
  6.4, -4.1, -1.9, -0.6, 1.6, -1.0, 1.6, -1.2, -1.4, -0.2, -13.9
- CC(=O)Nc1ccc(NC(=O)c2cc(=O)c3cc(C)cc(C)c3o2)cc1
  1.1, -4.1, -0.2, -0.4, -1.9, -2.7, -0.3, 0.2, -0.7, -0.3, 2.9
- Cc1ccc(NC(=O)C(NC2CCCC2)c2ccccc2)cc1Cl (stereo not given)
  -3.5, 0.7, -5.1, -0.2, 0.7, 0.1, 1.0, -0.7, -0.8, 1.3, 3.1
- CN(C1=C(NC(=O)c2ccccc2)C(=O)c2ccccc2C1=O)C1CCS(=O)(=O)C1 (stereo not given)
  4.3, -11.4, 1.9, 4.0, 2.9, -2.5, -0.5, -0.7, -0.9, -11.3, -8.2
- COc1ccc(S[C@]2(C(=O)N3CCOCC3)CC(=O)N(S(=O)(=O)c3ccc(F)cc3)[C@@H]2c2ccc(OC)cc2)cc1
  5.7, 0.2, -1.1, x, -0.1, -3.9, x, -2.5, -0.5, 0.0, -3.4
- CSc1nc2ccc(NS(=O)(=O)c3ccccc3F)cc2s1
  -16.3, -2.8, 3.5, 1.9, 0.0, -1.6, 0.6, -0.9, -1.2, -3.1, -3.4
- Cc1ccc(N(CN2CCCC2=O)C(=O)c2ccc(C)c(C)c2)cc1
  -5.9, -0.6, 1.6, 0.4, -1.1, -3.0, -0.7, -0.3, -0.9, -0.1, 4.6
- Cc1cccc(C)c1NC(=O)C(CCc1ccccc1)n1c(=O)c(-c2cc3ccccc3[nH]2)nc2ccccc21 (stereo not given)
  -1.1, i, 2.0, x, 4.4, -58.8, x, -0.9, 0.0, -443.9, -171.1
- CCSCc1nnc(SCC(=O)Nc2ccc(F)cc2)n1CC
  6.6, 0.3, -1.7, -0.4, -2.7, -7.9, -0.9, -1.2, -1.9, 4.9, -7.3
- O=C(CSc1nnc(-c2ccco2)n1Cc1ccco1)NCc1cccs1
  1.2, -1.0, -1.0, 1.4, -0.4, -5.6, -0.2, -0.4, -1.0, 0.5, -11.9
- Cc1nn(CCC#N)c2[nH]c(=O)cc(C(F)(F)F)c12
  -0.5, -11.5, -1.6, 1.4, -1.2, -9.8, 1.2, -0.2, -0.8, -3.0, -12.0
- CCOC(=O)CSC1=C(C#N)C(c2ccccc2Cl)C(C(=O)OC)C(=O)N1 (stereo not given)
  -4.8, -5.7, -1.6, 0.3, -0.6, -5.1, 0.2, 0.7, -1.0, 3.2, -8.2
- O=C(O)CCCC(=O)NS(=O)(=O)c1ccc(Cl)cc1
  -1.2, 2.4, 1.9, -1.4, 0.3, -1.4, -1.1, 0.4, -0.8, 2.0, 1.0
- CCCCCCCCCCCC(=O)NC(Cc1ccc(OC)c([N+](=O)[O-])c1)C(=O)O (stereo not given)
  -14.3, -7.6, -0.5, -0.7, -0.5, -1.5, 0.3, 0.1, -1.1, -1.2, -1.6
- COc1ccc(C(CCc2cc(OC)c(OC)c(OC)c2)NC(C)=O)cc1 (stereo not given)
  -0.2, 2.8, 1.8, -0.1, -1.4, -0.7, 0.1, -0.6, -1.4, 3.2, 4.6
- COc1ccc2[nH]c3c(=O)n4c(nc3c2c1)SCCC4
  1.6, -86.8, 4.2, -1.3, -0.5, -179.6, x, -0.5, -1.9, -71.1, i
- CC(=O)Nc1ccc(CCCCc2ccccc2)cc1
  -9.2, -1.8, 2.9, 3.7, 1.4, -0.5, -1.1, -0.3, -0.8, 3.7, 1.1
- C#CCOCCOCCOCCNc1nc(N2CCN(C(=O)Cn3cc(CC(C)O)nn3)CC2)nc(N2CCN(C(=O)[C@H]([C@@H](C)CC)n3cc(CCCN=C(N)N)nn3)CC2)n1 (stereo not given in full)
  0.8, 1.4, 0.6, -1.2, 1.0, 2.0, 1.1, 0.0, -1.0, 6.8, 3.6
- CCC(C)Sc1nc2c(cnn2-c2ccc(C)cc2)c(=O)[nH]1 (stereo not given)
  -0.9, 8.7, -0.4, 0.9, 0.2, -1.6, -0.2, -0.5, -0.6, 1.9, -1.8

DAX1 inh-1: what is marked active above.
compound,HGIII-sPLA2 inh,PLC-beta3 inh,hcDAF-12 act,ADAM17 inh,DAX1 inh-2,DAX1 inh-1,ssDAF12 agonist,PLCg1 inh,ADAM10 inh
Fc1ccc(CSc2nnc3ccccn23)c(Cl)c1,-4.5,-5.0,4.5,-1.4,0.5,4.2*,-0.8,-0.7,-0.4

(cont.)
Below each compound – HGIII-sPLA2 inh, PLC-beta3 inh, hgDAF12 agonist, GAA850 FXN act, hcDAF-12 act, ADAM17 inh, DAX1 inh-2, DAX1 inh-1, ssDAF12 agonist, PLCg1 inh, ADAM10 inh
- COc1cc(C2C(C(C)=O)=C(O)C(=O)N2c2ccc(Br)cn2)ccc1O (stereo not given)
  -3.9, -10.0, -0.1, 1.1, -0.5, -5.3, 0.2, 0.7, -0.7, -10.3, -1.0
- CNC(=O)N(O)C1N(/N=C/c2ccccc2F)C(=S)SC1(C)C (stereo not given)
  5.2, -8.7, -2.2, 1.4, -1.7, -5.5, 1.0, -0.5, -0.5, 4.1, -1.4
- COC(=O)[C@]12C[C@H](CC(=O)N3CCC(c4ccccc4)CC3)C(=O)N(CCc3ccc(OC)c(OC)c3)C1=C[C@H](C(C)(C)C)O[C@@H]2C
  -8.7, 4.3, -1.3, x, 0.1, 5.4, x, -0.9, -1.4, 0.5, 11.6
- C=CCNC(=O)c1nc2ccccc2s1
  4.8, 2.5, 4.2, 0.5, 3.5, -3.8, 1.4, -0.2, -0.2, -1.2, 0.2
- CS(=O)(=O)c1ccc(C(=O)OCC(=O)NC(=O)Cc2ccccc2)cc1
  10.6, -8.4, -1.1, 4.0, 0.4, -5.2, 1.6, -0.3, -0.4, -2.8, -2.1
- Cc1noc(C)c1S(=O)(=O)N(C)C[C@@H]1OCc2cn(nn2)CCCC(=O)N([C@H](C)CO)C[C@H]1C
  3.5, 1.9, -0.9, x, -1.9, 0.3, x, -0.2, -0.6, 3.2, 10.6
- Cc1cc(N2CCCC2=O)cc(C)c1S(=O)(=O)NCCOc1ccccc1
  -5.6, -2.3, -4.9, -1.3, -2.5, -3.1, -0.3, -1.5, -1.9, 0.4, -1.5
- N#Cc1cc([N+](=O)[O-])cnc1Nc1ccccc1
  -6.3, 12.5*, 1.6, 0.6, 0.9, 6.2, -1.5, -0.5, -0.6, 10.1*, 9.1
- O=C(CSc1nnnn1C1CC1)Nc1cccc(S(=O)(=O)N2CCCC2)c1
  2.4, -3.5, -1.7, 0.6, -0.8, -0.2, 0.4, -0.7, -1.7, -0.6, -4.5
- CC[C@]12c3[nH]c4cc(CCC(=O)N(C)C)ccc4c3CCN1C(=O)[C@@H](CC(=O)NC(C)(C)C)C[C@@H]2C(=O)N1CCN(C(=O)C2CC2)CC1
  2.6, 1.1, -1.3, -1.2, -1.5, -1.2, -0.5, -1.2, -1.1, 0.5, -16.5
- COc1ccccc1NC(=O)c1cc2cc(Br)ccc2cc1O
  -57.7, i, -5.3, -2.8, -3.0, 3.5, -2.6, -1.9, -2.0, -406.7, 4.6
- Cc1ccccc1NC(=O)CSc1nc2ncc(Cl)cc2[nH]1
  1.1, -3.2, 0.6, 2.6, 0.4, 0.1, 0.1, -4.7, -1.1, 2.1, 1.6
- COc1ccc(NC(=O)c2cc(-c3ccc(OC)c(OC)c3)on2)cc1OC
  8.2, 10.2, -0.3, 0.1, 0.8, 3.4, 1.5, -0.5, -0.9, 10.0*, -0.9
- CCCCc1cc(=O)oc2cc(OC(C)C(=O)NCCN3CCOCC3)ccc12 (stereo not given)
  0.2, -10.3, -0.5, 1.2, 1.4, -22.3, 0.0, -0.6, -1.0, -5.4, -78.3

Three entries drawn at random from those above:
Below each compound – HGIII-sPLA2 inh, PLC-beta3 inh, hgDAF12 agonist, GAA850 FXN act, hcDAF-12 act, ADAM17 inh, DAX1 inh-2, DAX1 inh-1, ssDAF12 agonist, PLCg1 inh, ADAM10 inh
- CCC(C)Sc1nc2c(cnn2-c2ccc(C)cc2)c(=O)[nH]1 (stereo not given)
  -0.9, 8.7, -0.4, 0.9, 0.2, -1.6, -0.2, -0.5, -0.6, 1.9, -1.8
- Cc1nn(CCC#N)c2[nH]c(=O)cc(C(F)(F)F)c12
  -0.5, -11.5, -1.6, 1.4, -1.2, -9.8, 1.2, -0.2, -0.8, -3.0, -12.0
- CCCCCCCCCCCC(=O)NC(Cc1ccc(OC)c([N+](=O)[O-])c1)C(=O)O (stereo not given)
  -14.3, -7.6, -0.5, -0.7, -0.5, -1.5, 0.3, 0.1, -1.1, -1.2, -1.6
